Assay outcomes deposited in PubChem BioAssay by several laboratories.
Efflux pump inh = blocks antifungal efflux pumps in multiplex yeast assay | S. cerevisiae Candida pump triplex, Nile Red efflux | inhibition, % at 10 µM | 330,000 compounds, 0.44% hits;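 active means plate passing quality check with inhibition over a set limit, or well fluorescence over plate mean plus 4 SD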;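 further: Nile Red retained in pooled yeast measured as flow cytometry median fluorescence; 0% = buffer negative control and 100% = Enniatin B positive control; higher means more Nile Red kept so more efflux inhibition; some compounds called inactive have numbers as strong as hits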
PME-1 inh = PME-1 (human) inhibition; Q9Y570; recombinant PME-1, FP-Rh probe fluorescence polarization; inhibition, % at 5.9 µM; 320,000 compounds, 0.53% hits;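 active means inhibition above the campaign mean of all compounds plus 3 SD, cut at about 26% in these data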;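 further: competitive labeling of PME-1 active site by serine hydrolase directed probe; 0% = PME-1 with DMSO and 100% = wells lacking PME-1 enzyme; inhibitors block probe labeling so polarization falls and inhibition rises; many of its hits are not listed in these tables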
Target sequence (Q9Y570 whole entry, looked up): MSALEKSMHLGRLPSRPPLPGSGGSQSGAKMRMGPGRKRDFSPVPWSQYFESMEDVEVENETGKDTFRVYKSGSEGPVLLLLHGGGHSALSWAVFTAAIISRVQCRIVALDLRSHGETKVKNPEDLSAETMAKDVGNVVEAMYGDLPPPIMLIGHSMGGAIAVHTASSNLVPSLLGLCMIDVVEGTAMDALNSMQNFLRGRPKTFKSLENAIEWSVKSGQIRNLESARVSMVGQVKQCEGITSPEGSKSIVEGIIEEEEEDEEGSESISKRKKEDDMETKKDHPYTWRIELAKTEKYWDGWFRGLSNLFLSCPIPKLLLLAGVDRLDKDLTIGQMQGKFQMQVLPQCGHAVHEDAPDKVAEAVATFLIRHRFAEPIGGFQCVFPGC
GLD-1 TGE inh = GLD-1-TGE RNA interaction inhibition (C. elegans) | Q17339 | purified GLD-1 + fluorescein TGE RNA, fluorescence polarization | inhibition, % at 5.96 µM | 320,000 compounds, 0.44% hits;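 active means percent inhibition above a per-plate cutoff, the plate mean of test compounds plus 3 SD, cut at about 30% in these data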;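 further: 0% = DMSO wells with GLD-1 and probe and 100% = wells lacking GLD-1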
MCL1-BIM inh = inhibitors of human MCL1 binding to BIM-BH3 peptide; 320,000 compounds, 0.68% hits; Q07820; GST-MCL1 / FITC-Bim-BH3 fluorescence polarization; inhibition, % at 10.9 µM; AID 2057;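 active means inhibition above the mean inhibition of all tested compounds plus 3 SD, set per campaign, cut at about 40% in these data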;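 further: 0% = DMSO wells and 100% = unlabeled Bim-BH3 peptide control; higher means more loss of mP so more displacement of Bim peptide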
VLA-4 inh = inhibition in a human VLA-4 binding assay; VLA-4 expressing cells, ligand binding flow cytometry; inhibition, % (about 7 µM as worked out from the volumes in the protocol); 330,000 compounds, 0.2% hits; AID 2557; in the data active means inhibition above about 50%
Fam108B counter = counter-screen for RBBP9 inhibitors: inhibitors of mouse Fam108B; recombinant Fam108B, FP-Rh probe fluorescence polarization; inhibition, % at 9.51 µM; 300,000 compounds, 0.33% hits; AID 1947;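 active means inhibition above the screen mean inhibition plus 3 SD, computed separately per campaign, cut at about 18% in these data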;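 further: inhibitors lower polarization as less probe binds the enzyme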
BCLXL inh = inhibitors of human Bcl-xL; GST-Bcl-xL / FITC-Bim BH3 peptide fluorescence polarization; inhibition, % at 10.9 µM; 320,000 compounds, 0.7% hits; AID 2129;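 active means inhibition above the mean of all tested compounds plus 3 SD, cutoff set per campaign, cut at about 30% in these data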;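 further: 0% = DMSO wells and 100% = unlabeled Bim-BH3 peptide competitor; inhibitors lower millipolarization by displacing the labeled peptide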
GRK2 inh = inhibitors of human GRK2 displacing RNA aptamer. P25098. bead flow cytometry, FAM-aptamer displacement from GRK2. inhibition of aptamer binding, % at 10 µM. 330,000 compounds, 0.59% hits. AID 488847;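 active means inhibition of aptamer binding above 40%, roughly 3 SD of noise, on plates passing a quality check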;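 further: median bead fluorescence of bound FAM aptamer so fluorescent compounds give negative values; no value below 0 was filed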
Target sequence (P25098 whole entry, looked up): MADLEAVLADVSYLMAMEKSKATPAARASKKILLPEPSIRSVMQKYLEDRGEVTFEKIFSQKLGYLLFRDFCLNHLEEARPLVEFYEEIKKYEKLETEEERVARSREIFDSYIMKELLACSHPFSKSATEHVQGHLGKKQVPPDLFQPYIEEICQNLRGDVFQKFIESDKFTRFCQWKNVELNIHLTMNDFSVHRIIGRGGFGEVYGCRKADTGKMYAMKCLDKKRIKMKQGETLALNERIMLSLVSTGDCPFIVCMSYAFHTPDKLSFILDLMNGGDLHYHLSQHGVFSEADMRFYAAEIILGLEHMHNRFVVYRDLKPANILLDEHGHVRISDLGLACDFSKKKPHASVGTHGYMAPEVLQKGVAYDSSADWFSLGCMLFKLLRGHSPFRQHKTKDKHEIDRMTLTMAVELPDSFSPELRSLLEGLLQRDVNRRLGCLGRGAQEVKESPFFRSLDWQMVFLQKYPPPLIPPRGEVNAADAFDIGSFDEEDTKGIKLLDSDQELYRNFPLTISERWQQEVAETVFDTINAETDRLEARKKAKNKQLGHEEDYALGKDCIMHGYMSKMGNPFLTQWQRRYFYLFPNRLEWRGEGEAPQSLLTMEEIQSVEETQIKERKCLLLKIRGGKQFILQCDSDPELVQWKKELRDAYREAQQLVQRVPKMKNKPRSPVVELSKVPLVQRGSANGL
MEX-5 binding = C. elegans MEX-5 TCR-2 RNA binding activity; Q9XUB2; MEX-5/FITC-TCR2 RNA binding, fluorescence polarization; hits give low values; activity score (negative = inhibition of binding), % at 10 µM; 300,000 compounds, 0.38% hits;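 active means inhibition past about -25% in most replicates, and total fluorescence under double the plate's negative control median, limit read from the data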;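 further: 0% = DMSO and -100% = 5 µM competing unlabeled TCR2 RNA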
The depositor's hits bear a star; nt = no result given. Only part of the results is shown (hit frequency here may not be typical).

SMILES	Efflux pump inh	PME-1 inh	GLD-1 TGE inh	MCL1-BIM inh	VLA-4 inh	Fam108B counter	BCLXL inh	GRK2 inh	MEX-5 binding
CCOC(=O)CNC(=O)CSc1nc(N)cc(N)n1	0.1	-11	-1	5	6	0	7	5	-1.5
CCN(CC)c1ccc(-c2n[nH]c(=S)n2-c2ccccc2C)cc1	0.1	-3	1	-3	-46	-3	0	2	0.9
O=C(c1ccc2c(c1)OCCO2)C1CCN(C(=O)Nc2ccccc2F)CC1	-0.2	-1	8	5	-2	0	0	0	0.5
OC(CN1CCN(c2ccccc2F)CC1)c1ccc(F)cc1 (stereo not given)	1.1	0	-5	-3	-1	11	0	0	-0.5
Cn1c(CN2CCCCC2)nc2cc(NC(=O)c3ccccc3)ccc21	0.0	1	-5	4	-9	1	5	2	1.9
CN(C1=NC(=O)C(CC(=O)O)S1)c1ccc(O)cc1 (stereo not given)	-0.1	-2	-3	-4	1	6	4	0	-0.4
CCOc1ccc(NC(=O)CCCOc2cc(=O)n(C)c3ccccc23)cc1	-0.1	-1	-5	0	3	2	0	2	-0.1
CC(C)NC(=O)c1ccccc1NC(=O)C1COc2ccccc2O1 (stereo not given)	0.0	0	0	5	12	1	3	3	0.3
CC(=O)Nc1ccc(C(C#N)c2ccccc2)cc1 (stereo not given)	0.0	3	6	2	3	2	7	0	0.4
CCCCOC(=O)c1ccc(NC(c2ccc(C)cc2)P(=O)(OC)OC)cc1 (stereo not given)	1.4	-6	6	12	20	-4	4	0	1.2
CCCS(=O)(=O)N1CCC(C(=O)N2CCCC2)CC1	0.6	5	-8	-9	-2	0	-7	3	-1.1
Nc1ccc(-c2cc(N)n(-c3ccccc3)n2)cc1	-0.1	5	-9	0	7	-2	4	0	3.7
CSCCC(NC(=O)c1ccco1)C(=O)N1CCN(Cc2ccccc2)CC1 (stereo not given)	0.1	-1	-1	6	10	2	8	0	-0.9
COc1ccc(N2C(=O)c3ccc(C(=O)Nc4cc(OC)ccc4OC)cc3C2=O)cc1	0.0	1	6	0	-17	0	-3	0	-0.3
Cc1cccc(N2CCN(C(=O)c3cccc(N4CCCC4=O)c3)C(C)C2)c1 (stereo not given)	0.1	2	3	8	16	4	8	3	0.5
Cc1ccc(C(=O)N/C(=C\c2ccco2)C(=O)NCCN2CCOCC2)cc1C	0.1	0	1	-8	0	0	0	1	-2.7
CCCC(=O)Nc1ccc(NC(=O)Cc2ccccc2)cn1	0.0	-2	6	6	2	-1	2	0	-1.6
CCOC(=O)c1c(C)c(-c2ccccc2)n(CC(=O)NCCC(C)C)c1C	0.0	1	1	0	-14	2	0	3	-2.5
CC(C)Cn1c(N)c(C(=O)COC(=O)c2ccc(Cl)cc2)c(=O)n(C)c1=O	-0.2	-6	-2	-10	5	1	-5	3	0.9
CN(NC1OC(=O)c2ccccc21)c1ccc(Cl)cc1[N+](=O)[O-] (stereo not given)	-0.1	-1	2	3	-9	0	9	1	-3.7
Fc1cccc(NCc2ccoc2)c1	-0.1	1	7	-1	10	5	-1	0	-1.1
O=C(NCc1ccco1)Nc1ccc2nsnc2c1	0.1	-2	0	-12	6	-7	4	4	-0.7
O=C(c1ccc(Cn2cc(Cl)cn2)cc1)N1CCN(c2ccccc2)CC1	0.1	-7	0	11	20	4	7	3	1.5
COC(CNC(=O)c1c[nH]c2ccc(S(=O)(=O)N3CCOCC3)cc2c1=O)OC	-0.1	5	8	8	4	-1	5	0	-2.2
CCCCCC[C@@H]([C@@H](C)O)n1cnc2c(N)ncnc21	0.0	-1	6	3	23	0	0	0	1.4
Remaining list, next part:
SMILES	Efflux pump inh	PME-1 inh	GLD-1 TGE inh	MCL1-BIM inh	VLA-4 inh	Fam108B counter	BCLXL inh	GRK2 inh	MEX-5 binding
CCN(C(=O)c1cccc(S(=O)(=O)N2CCc3ccccc32)c1)C1CCS(=O)(=O)C1 (stereo not given)	-0.2	1	5	2	15	nt	3	0	nt
CCn1cnc2c1c(=O)n(Cc1cccc(Br)c1)c(=O)n2Cc1ccccc1	-0.2	-3	-8	-13	13	2	-4	0	-4.3
CSc1ncccc1C(=O)OCC(=O)c1cccs1	0.0	-2	-3	7	2	2	3	0	-0.3
O=[N+]([O-])c1c(Nc2ccccc2O)cc(Cl)c2nonc12	0.4	nt	nt	nt	35	nt	nt	12	2.3
COc1ccc(S(=O)(=O)CCC(=O)Nc2ccc(OC)cc2OC)cc1	-0.1	-3	1	5	-3	1	1	4	-0.5
CC(=O)c1ccc(NC(=O)CSc2nnc(Cn3cnc4ccccc43)o2)cc1	0.0	6	3	0	9	5	1	0	2.0
COCC(=O)Nc1ccc(OC)c(Cl)c1	-0.1	2	-3	1	-18	-1	5	1	2.0
CCOc1ccc(C(=O)N(CC)CC(=O)Nc2ccc3c(c2)OCCO3)cc1	0.0	1	-1	-1	7	nt	3	3	nt
OC(CNC1CCCC1)COc1ccc(-c2ccccc2)cc1 (stereo not given)	0.0	6	8	1	1	0	6	0	-0.8
COc1ccc(C)cc1NC(=O)c1cc2c(s1)CCC2	0.0	-3	3	-2	13	-6	1	0	0.2
O=C(COC(=O)Cc1ccc2c(c1)OCCO2)Nc1ccc(S(=O)(=O)N2CCCC2)cc1	-0.1	-1	-1	2	-8	1	7	0	-0.9
COc1ccc(C(=O)NC2CCCc3c2cnn3-c2ccccc2F)o1 (stereo not given)	-0.5	11	2	1	-6	-5	6	7	4.2
Cc1ccnc(NC(=O)Cc2ccc([N+](=O)[O-])cc2)c1	0.0	-1	4	-3	1	-1	4	0	1.0
COc1cc(F)c(C2=CC(=O)C[C@H](c3ccc4c(c3)OCO4)C2)cc1F	-0.2	-6	-4	-4	-9	nt	1	0	nt
CCN(CC(=O)Nc1c(F)cccc1F)C(=O)CCNS(=O)(=O)c1ccccc1C(F)(F)F	0.0	4	0	4	-3	-2	4	2	0.4
COCCNc1oc(COc2cccc(C)c2)nc1C#N	0.1	-1	-6	-9	6	3	2	2	0.3
CCOC(=O)c1c(C)[nH]c(C)c1C(=O)COC(=O)[C@@H]1CCCN1S(=O)(=O)c1ccc(Cl)cc1	-0.2	0	2	-2	-5	2	-3	2	3.4
CCC1(CC)NC(=O)N(CC(=O)NCc2ccc3c(c2)OCO3)C1=O	0.1	-2	-10	-15	4	0	-5	0	1.0
Cc1cc(C)c(S(=O)(=O)c2cccc(Cl)c2)c(=O)[nH]1	0.0	-7	-2	2	10	-1	-1	1	0.2
COC(=O)c1c(S(C)(=O)=O)nc(-c2ccccc2)[nH]c1=O	-0.1	0	-2	3	-1	-7	3	1	-0.2
Cc1cc(Cl)ccc1NC(=S)N(CCCN1CCOCC1)Cc1cccs1	-5.8	6	-2	11	15	5	7	0	-5.9
CC(=O)Oc1cccc(N2C(=O)C3C4C=CC(CC4)C3C2=O)c1 (stereo not given)	-0.1	4	1	6	11	-3	2	3	-2.0
CN1CCc2c(c3ccccc3n2Cc2ccccc2)C1	0.2	4	10	5	16	5	0	0	-1.9
CC(=O)c1c(Cl)nc2cccc3c2c1-c1ccccc1C3=O	-0.1	6	27	59*	-6	1	54*	3	-8.1
CC[C@@]12C(=O)N(c3ccc(OC)cc3)C(=O)N1[C@H](c1ccc(Cl)cc1)[C@@H]1C(=O)N(C3CCCCC3)C(=O)[C@@H]12	0.0	-1	2	-1	12	-2	1	0	-2.3
(continued)
SMILES	Efflux pump inh	PME-1 inh	GLD-1 TGE inh	MCL1-BIM inh	VLA-4 inh	Fam108B counter	BCLXL inh	GRK2 inh	MEX-5 binding
O=C(Nc1ccc(F)cc1)Nc1ccc(Oc2ncnc3cc(Cl)ccc23)nc1	0.1	-2	7	3	10	0	1	0	-1.9
O=C(c1cc2c(s1)CCC2)N1CCN(c2ccccc2)CC1	0.3	4	0	0	2	8	-5	2	0.0
CCCCC1=CC2=CC(=O)C(C)(OC(=O)CC)C(=O)C2=CN1C1CCCC1 (stereo not given)	-0.1	0	13	22	-1	4	22	1	-7.4
COc1ccc(N2CCN(CCC(=O)c3ccc4ccccc4c3)CC2)cc1	0.0	-3	-1	12	3	1	3	0	-0.9
CC(=O)c1ccc(N2CCN(S(=O)(=O)c3c(C(=O)N4CCCCC4)c(C)n(C)c3C)CC2)cc1	0.1	-1	-3	-2	9	-1	-2	4	-4.2
COc1ccccc1N1CCN(CC(=O)Nc2nc(C)c(C(=O)N(C)C)s2)CC1	0.1	-4	9	5	8	-3	-2	2	-2.0
CC1CCC(NC(=O)C2CC(=O)N(c3ccc4c(c3)OCCO4)C2)CC1 (stereo not given)	0.0	-4	-2	-1	3	-3	2	0	-3.0
O=C(CSc1ncnc2c1cnn2CCO)Nc1cccc(C(F)(F)F)c1	-0.4	1	7	-1	7	-5	0	0	2.1
Cc1cc(C(=O)C(C)OC(=O)C2=NNC(=O)CC2)c(C)n1-c1ccc(OC(F)F)cc1 (stereo not given)	0.1	-5	0	-4	-12	3	-1	0	-0.4
CCCN1CCN(C(=O)CCCNC(=O)c2ccc(Cl)cc2)CC1	0.1	-2	-3	6	-5	2	2	0	-0.2
COC(=O)c1ccccc1NC(=O)c1ccc(F)cc1	0.0	4	-2	6	3	1	4	2	-1.1
Cc1ccc(CNC(=O)C(=O)NCC2OCCCN2S(=O)(=O)c2ccc(F)cc2)cc1 (stereo not given)	1.0	3	6	5	-2	4	0	0	0.5
CC1CC(C)CN(CCCNC(=O)CN2C(=O)c3cccnc3Oc3ccc(Cl)cc32)C1 (stereo not given)	0.3	-2	7	-2	-29	0	-4	0	-3.0
CSc1ccccc1OCc1cc(C(=O)NCCCn2nc(C)cc2C)no1	0.1	0	5	-10	-2	-5	-2	0	1.5
COc1ccc(-c2nc(C#N)c(NCCN(C)C)o2)cc1	0.0	-2	1	-1	20	1	2	49*	1.5
CCOC(=O)C1C(=O)C=C(c2ccc(C)cc2)CC1c1ccccc1 (stereo not given)	0.0	-2	2	-3	3	-3	-2	1	-1.8
Cc1cc(C(=O)COC(=O)c2ccc(NC(=O)CC#N)cc2)c(C)n1-c1ccc(OC(F)F)cc1	0.4	nt	-13	nt	-6	nt	nt	4	nt
COc1cc(OC)c(OC)cc1/C=N/NC(=O)c1cccc(S(=O)(=O)N2CCOCC2)c1	-0.3	0	-10	9	-2	4	8	0	0.6
O=C(NCc1cccs1)C1CC(=O)N(c2ccccc2)C1 (stereo not given)	0.0	2	0	2	6	2	4	0	1.0
O=C(CSc1cccc[n+]1[O-])N1CCCc2ccccc21	-0.1	0	8	-2	7	0	-5	0	0.8
O=C(CN1CCCCC1)Nc1ccc(F)c(Cl)c1	0.1	-5	-1	-3	1	0	-4	0	1.5
COc1ccc(CNC(=O)CN(c2cccc(OC)c2)S(C)(=O)=O)cc1	-0.1	-8	-30	-27	-12	1	-10	0	2.7
COc1ccccc1NC(=O)c1cccc(S(=O)(=O)N2CCOCC2)c1	0.0	-2	9	0	-10	8	1	0	1.5
CC(=O)Nc1ccc(S(=O)(=O)Nc2cccc(-c3nc4cc(C)ccc4o3)c2)cc1	0.3	-3	8	-1	-6	-3	1	2	-3.0
C/C(CC(=O)Nc1cccc(Cl)c1Cl)=N\NC(=O)c1ccccc1C	0.1	-6	2	-3	2	-2	-1	0	-0.3
Cc1ccc2nc(-c3cccc(SC4CCCCC4)c3)c(NC3CCCCC3)n2c1	-0.1	nt	2	nt	-10	nt	nt	4	nt
Cc1nnc(NC(=O)C(C)Oc2ccc3c(C)cc(=O)oc3c2)s1 (stereo not given)	-0.1	2	7	1	15	4	6	0	0.3
